GSH fluor: compound fluoresces at 488/530 nm on GSH beads; fluorescence (KMESF) at 10 µM; 0.25% of 190,000 active; GSH beads flow cytometry, compound fluorescence 488/530 nm; stronger effect = higher value; in the data active = fluorescence above about 89;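 also: glutathione beads carrying GST-tagged Bcl family fusion proteins plus one bare bead set; values are compound well signal with DMSO vehicle wells as background; inactives centre near 16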
Pf gametocyte: inhibitors of late stage P. falciparum gametocyte viability. P. falciparum stage V gametocytes, ATP luminescence, 24 h. inhibition, % at 10.9 µM. 0.065% of 150,000 active. AID 743093;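 active = inhibition above the mean plus 3 SD of compounds within the control limits, set per campaign, cut at about 38% in these data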;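 also: 0% = DMSO wells and 100% = medium only without gametocytes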
RGS4-Gao reg: human RGS4-Galphao interaction regulation | binding response (% of control), % at 10 µM | 0.33% of 220,000 active | AID 1415 | P09471 | Multiplexed bead flow cytometry, RGS4-Galphao binding; actives lie on both sides; in the data active = binding response below about 49% or above about 150%; inactive = in between;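 also: fluorescent Galphao activated with aluminum fluoride binding bead-coupled RGS4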
RGS8-Gao: modulates binding of RGS8 to human Galphao | P09471 | 0.34% of 220,000 active | AID 1423 | multiplexed bead flow cytometry; actives lie on both sides | response (percent of control binding), % at 10 µM; in the data active = response below about 60% or above about 140%; inactive = in between;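 also: Galphao activated as the GDP aluminium fluoride complex binding bead-coupled RGS8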
Avidin bead fluor: avidin bead compound fluorescence profile; Avidin beads, compound fluorescence 488/530 nm, flow cytometry; stronger effect = higher value; fluorescence (KMESF) at 10 µM; 0.38% of 220,000 active; AID 1775; in the data active = fluorescence above about 47; also: inactives centre near 10
RGS7-Gao reg: regulators of human RGS7-Galphao interaction | P09471 | Multiplexed bead flow cytometry, RGS7-Galphao binding; actives lie on both sides | binding response (% of control), % at 10 µM | 0.35% of 220,000 active | AID 1439; in the data active = binding response below about 49% or above about 150%; inconclusive = no clear call, values can overlap the other calls; inactive = in between;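 also: fluorescent Galphao held in activated GDP-AlF4 state binding bead-coupled RGS7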
ABCB1 inh: blocks JC-1 efflux by human ABCB1 transporter | CCRF-Adr cells, flow cytometry | P08183 | inhibition, % at 6.6 µM | AID 1326 | 0.067% of 190,000 active; in the data active = inhibition above about 40%;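 also: 0% = vehicle and 100% = reference inhibitor; higher value means more JC-1 retained so stronger ABCB1 efflux block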
Mcl-1 Bim block: human Bim-Mcl-1 interaction inhibition. 0.1% of 190,000 active. AID 1009. Bead-based flow cytometry, Bim peptide-Mcl-1 binding. Q07820. inhibition, % at 10 µM; in the data active = inhibition above about 40%;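 also: 0% = no compound tracer wells and 100% = peptide blocker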
Mcl1 Noxa PPI: disrupts binding of human Mcl-1 to Noxa peptide; inhibition, % at 21.7 µM; TR-FRET Mcl-1/Noxa peptide binding, 2 h; Q07820; 1.5% of 220,000 active;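 active = compounds that cut the protein-peptide binding signal by more than 50% relative to plate controls in a single-dose test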;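 also: His-tagged Mcl-1 with rhodamine Noxa BH3 peptide and terbium anti-His antibody; 0% = Mcl-1 plus Noxa peptide wells and 100% = peptide-only wells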
ABCG2 inh: blocks JC-1 efflux by human ABCG2 transporter; Q9UNQ0; 0.1% of 190,000 active; IgMXP3 cells, flow cytometry; AID 1325; inhibition, % at 6.6 µM;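 active = inhibition above 80%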;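 also: 0% = DMSO and 100% = nicardipine control wells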
Target sequence (Q9UNQ0 whole entry, looked up): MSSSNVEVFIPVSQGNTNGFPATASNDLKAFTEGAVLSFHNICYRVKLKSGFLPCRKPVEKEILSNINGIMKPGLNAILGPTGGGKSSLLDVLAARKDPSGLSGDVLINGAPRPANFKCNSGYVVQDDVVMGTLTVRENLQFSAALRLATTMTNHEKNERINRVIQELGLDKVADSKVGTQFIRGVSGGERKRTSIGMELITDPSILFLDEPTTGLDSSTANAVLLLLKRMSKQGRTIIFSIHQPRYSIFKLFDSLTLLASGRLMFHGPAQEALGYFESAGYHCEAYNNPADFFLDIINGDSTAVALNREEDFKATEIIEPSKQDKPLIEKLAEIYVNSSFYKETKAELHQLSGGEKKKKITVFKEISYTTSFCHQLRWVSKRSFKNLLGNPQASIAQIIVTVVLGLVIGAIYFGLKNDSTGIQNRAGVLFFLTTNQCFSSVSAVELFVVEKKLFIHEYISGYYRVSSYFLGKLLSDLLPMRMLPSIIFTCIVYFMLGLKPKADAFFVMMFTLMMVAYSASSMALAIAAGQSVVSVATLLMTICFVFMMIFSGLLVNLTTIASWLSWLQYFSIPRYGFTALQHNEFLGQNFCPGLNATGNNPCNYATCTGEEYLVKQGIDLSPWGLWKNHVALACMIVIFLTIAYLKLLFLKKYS
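Test system: IgMXP3 (ABCG2) plus far-red-tagged CCRF-Adr (ABCB1) cells / Amount: 3 million cells/mL in well / Reagent: JC-1 transporter substrate / Timing: 10 min compound exposure, 25 °C / Signal: flow cytometry, 530 nm JC-1 signal / Read-out: percent efflux inhibition, scaled nicardipine 100% to DMSO 0% / Benchmarks: nicardipine as high control, DMSO as low control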
Mcl1-Bid inh: Mcl-1/Bid interaction inhibition; Q07820; TR-FRET Mcl-1/Bid-Dy647 peptide binding, 1536-well; inhibition, % at 21.7 µM; 0.97% of 220,000 active; AID 1021;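 active = compounds that cut the binding signal by more than half at the single screening dose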;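 also: His-tagged Mcl-1 with europium anti-His antibody binding Bid BH3 peptide; 0% = Mcl-1 plus peptide wells and 100% = peptide-only wells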
The depositor's hits bear a star; u = inconclusive; x = no result given.

smiles	GSH fluor	Pf gametocyte	RGS4-Gao reg	RGS8-Gao	Avidin bead fluor	RGS7-Gao reg	ABCB1 inh	Mcl-1 Bim block	Mcl1 Noxa PPI	ABCG2 inh	Mcl1-Bid inh
COc1ccc(-c2nn(-c3ccccc3)cc2/C=N/NC(N)=S)cc1OC	8	0	102	101	13	102	1.9	-5	29	17	-30
COCCNS(=O)(=O)c1cc(OC)ccc1OC	10	27	107	103	11	99	0.4	0	-3	9	-24
COc1ccc(Cc2noc(CN3CCCN(C4Cc5ccccc5C4)CC3)n2)cc1OC	17	-16	99	96	6	96	3.4	1	-5	1	-66
C=CCn1c(COc2cccc(C)c2)nnc1SCn1nnc2ccccc2c1=O	5	-9	107	106	3	107	0.9	-1	24	2	-12
N#Cc1nc(-c2ccco2)oc1N1CCc2ccccc2C1	15	16	106	104	17	107	0.2	0	10	5	-10
COc1ccc(-c2cnc(N)n2C)cc1	15	24	105	102	13	104	0.0	0	-34	1	-53
CC(=O)Nc1ccc(NC(=O)CSc2nnc(-c3ccco3)o2)cc1	11	3	100	101	21	104	0.4	-1	8	1	-16
Cc1ccc(CN2C(=O)CCC2C(=O)NCc2ccc3c(c2)OCO3)cc1 (centres undefined)	14	x	101	100	13	100	0.0	-2	5	0	-25
COP(=O)(OC)C(NC(=O)Nc1ccccc1)c1ccccc1 (centres undefined)	x	-19	109	104	7	u	x	x	7	x	0
Cc1ccc(CN2CCN(CC(C)C)C(CCO)C2)s1 (centres undefined)	13	-12	103	102	11	102	0.8	-1	12	2	-21
CCOC(=O)c1sc(NC(=O)c2ccccc2C(=O)O)c(C(=O)OCC)c1C	x	-3	98	98	6	u	x	x	12	x	-2
O=c1[nH]c(CN2CCc3ccccc32)nc2scc(-c3cccs3)c12	17	-4	100	102	8	96	0.2	0	29	3	2
CC(=O)Nc1ccccc1-c1nc2ccccc2nc1OCC(=O)c1ccc(Br)cc1	9	-9	110	102	20	100	1.9	1	6	5	-2
Cc1ccc(NC(=S)NCc2cccs2)cc1	42	-5	105	102	5	103	0.2	-5	-5	2	-1
Cc1nn(-c2ccc(C(F)(F)F)cn2)c(C)c1Oc1ccccc1O	13	x	103	101	17	98	-0.1	-2	-15	0	-19
CCN(CC(=O)Nc1cc(Cl)ccc1C)c1ncnc2sc(C)c(C)c12	8	-35	101	104	3	103	0.2	-3	7	5	-1
Cc1noc(C)c1COC(=O)CCN1c2ccccc2Sc2ccccc21	8	x	100	100	17	106	0.9	1	8	5	-47
Cc1cc(O)c(NC(=O)c2ccco2)cc1C	32	x	101	101	14	101	0.7	-2	11	48	-17
CC(C)C(NS(=O)(=O)c1cccs1)C(=O)N1CCc2ccccc2C1 (centres undefined)	22	16	105	104	43	105	0.6	0	12	1	-11
Cn1nnc(NC(=O)c2cccc(OCc3ccccc3)c2)n1	25	x	106	111	16	97	0.5	1	4	4	2
O=C(N/N=C/c1cccc([N+](=O)[O-])c1)c1cccc(Br)c1	15	-8	100	99	14	100	0.2	-3	4	7	0
Cn1c(SCC(=O)Nc2ccccc2F)nnc1-c1ccc(S(=O)(=O)N2CCOCC2)cc1	4	9	100	100	4	103	0.6	0	2	4	9
CN(C)C(=O)Cn1c(SCC(=O)Nc2ccc3c(c2)OCO3)nc2ccccc21	25	-15	103	100	8	99	0.2	2	12	2	-4
O=C1NN=C(c2ccccc2)CC1c1c[nH]c2ccccc12 (centres undefined)	16	x	104	102	16	u	0.8	-1	24	13	-24
CCN=C1SC(CC(=O)Nc2ccccc2OCC)C(=O)N1CC (centres undefined)	23	-2	87	96	22	98	0.2	0	-18	1	-1
Cc1ccc(-n2nnc3c(=O)oc4ccccc4c32)cc1	35	x	102	102	12	100	0.1	-4	-6	30	-30
COc1ccc(CC(=O)NNc2ncnc3c2cnn3-c2ccc(C)cc2)cc1	9	x	100	99	5	105	-0.4	28	-4	3	-6
CC1=C(C#N)C(=O)N(C2CCS(=O)(=O)C2)C(=O)/C1=C\c1ccco1 (centres undefined)	x	x	92	93	6	u	x	x	110*	x	60*
CCOc1ccc(C2/C(=C(\O)c3cccc(OC)c3)C(=O)C(=O)N2c2cc(C)on2)cc1OC (centres undefined)	12	x	99	99	10	102	0.4	1	2	2	-18
COc1ccccc1NC(=S)N(CCCN1CCOCC1)Cc1cccs1	12	-25	100	97	13	99	1.5	-1	-4	3	-15
CC1CCCCC1NC(=O)CN(C)S(=O)(=O)c1cccc2cccnc12 (centres undefined)	x	18	104	105	6	u	x	x	-1	x	-9
O=C(NCc1cccnc1)c1c[nH]c2cc3c(cc2c1=O)OCCO3	5	x	98	91	5	99	0.2	-2	-14	1	-4
COc1ccc(S(=O)(=O)N(C)CC(=O)Nc2cccc(C(C)=O)c2)cc1Cl	26	x	99	101	13	100	1.6	-8	12	33	-17
CCOC(=O)N1CCN(C(=O)CN2C(=O)CC(C)(C)S(=O)(=O)c3ccccc32)CC1	9	x	85	88	12	96	0.3	-2	5	2	-36
N#Cc1c2c(c[nH]c1=O)CCN2Cc1ccccc1	48	-12	102	101	6	103	-0.3	-38	12	-2	1
CC(C)(C)c1cc(S(=O)(=O)CCc2ccccn2)cc(C(C)(C)C)c1F	6	-14	102	101	12	94	1.5	-1	3	3	-2
CCOC(=O)c1ccccc1NC(=O)c1cc(S(=O)(=O)N2CCOCC2)ccc1F	14	-10	99	103	9	102	0.3	-3	-4	-1	2
COc1ccc(OC)c(NC(=O)c2c(NC(=O)c3ccco3)sc3c2CCC3)c1	28	x	99	99	15	101	1.1	-6	0	12	-21
Cc1cc(C(=O)Nc2nnc(C3CCCCC3)s2)no1	30	x	98	100	12	100	0.2	-3	11	8	-17
CC(NC(=O)C12CC3CC(CC(C3)C1)C2)C(=O)N/N=C/C1=C(N2CCOCC2)C(=C\c2cccc([N+](=O)[O-])c2)/CC1 (centres undefined)	12	x	95	97	12	93	5.4	-2	-2	10	-47
CC(NCc1ccncc1)C12CC3CC(CC(C3)C1)C2 (centres undefined)	10	x	102	104	11	104	0.2	-1	20	0	-8
COCCCNC(=O)C1CCN(C(=O)c2cc3sccc3n2Cc2ccc(F)cc2)CC1	48	x	99	100	7	96	1.1	-2	2	2	-36
CC(C)CC(=O)Nc1nnc(CSCc2ccc(F)cc2)s1	x	-3	102	101	9	u	x	x	6	x	-11
Cc1csc(SCC(=O)Nc2cc(S(=O)(=O)N3CCOCC3)ccc2N2CCOCC2)n1	x	-54	101	100	9	u	x	x	11	x	-26
Cc1onc(-c2ccccc2)c1-c1csc(N/N=C/c2ccccc2Cl)n1	x	-27	108	105	8	u	x	x	10	x	-7
CCNC(=O)C1CC(=O)N(c2ccc(Br)cc2)C1 (centres undefined)	13	-12	100	99	11	102	0.9	3	3	3	0
Cc1cccc(NC(=O)Nc2ccc(S(N)(=O)=O)cc2)c1	x	-7	103	103	7	u	x	x	12	x	-7
O=C(N/N=C/c1ccc(Cl)cc1)c1nc2ccc([N+](=O)[O-])cc2c(=O)[nH]1	8	-2	102	98	7	99	-0.8	1	71*	0	-56
Cc1nc2ccccc2nc1CN1CCN(Cc2ccc(F)c(F)c2)C(CCO)C1 (centres undefined)	13	-11	97	99	1	97	0.0	-2	6	1	-27
COC(=O)CSc1nnc(CNC(=O)c2cccs2)n1-c1cccc(C)c1	30	x	97	99	6	97	0.3	-7	-6	4	9

Other structures follow.
smiles	GSH fluor	Pf gametocyte	RGS4-Gao reg	RGS8-Gao	Avidin bead fluor	RGS7-Gao reg	ABCB1 inh	Mcl-1 Bim block	Mcl1 Noxa PPI	ABCG2 inh	Mcl1-Bid inh
CCCOc1c(Cl)cc(/C=N/O)cc1OCC	34	x	98	97	17	100	0.1	-4	11	27	2
CCCn1c(=NC(=O)c2ccco2)c(C(=O)OCC)cc2c(=O)n3ccccc3nc21	23	x	89	78	12	90	0.8	-1	25	1	-30
O=C(c1scc2c1CCCC2)N1CCCCC1	15	x	97	98	4	102	2.2	0	7	8	-10
CCc1c(C)sc(NC(=O)c2cccs2)c1C(=O)OC(C)C	28	x	100	101	11	100	2.8	-3	6	54	-16
CC(=O)c1cccc(N(CC(=O)Nc2ccccc2F)S(C)(=O)=O)c1	15	x	102	100	11	u	1.3	0	-7	11	-6
Cc1cc(NC(=O)NCC(F)(F)F)no1	x	7	95	94	4	u	x	x	-16	x	-1
O=C(CCCn1c(=S)[nH]c2ccccc2c1=O)NC1CCCCC1	31	15	103	103	7	105	0.0	-2	-2	0	-10
COc1ccc(NCC(=O)N/N=C2\CCc3ccccc32)cc1	7	-10	99	98	22	100	-0.1	-3	12	0	-32
CCCCCCCCn1cnc2c(N)c(C)c(C)cc21	35	x	95	85	6	98	0.8	9	-4	4	-106
